# S1P3 agonist: activates the human S1P3 receptor; activation, % at 4.5 µM; 0.1% of 60,000 active; S1P3 NFAT-BLA reporter cells, agonism, FRET ratio; relative to 1 µM S1P, basal subtracted;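 active = activation above the screen-wide mean plus 3 SD, cut at about 4.5% in these data, passing the limit was not always enough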; also: some compounds called inactive have numbers as strong as hits
# Target sequence (Q99500 whole entry, looked up): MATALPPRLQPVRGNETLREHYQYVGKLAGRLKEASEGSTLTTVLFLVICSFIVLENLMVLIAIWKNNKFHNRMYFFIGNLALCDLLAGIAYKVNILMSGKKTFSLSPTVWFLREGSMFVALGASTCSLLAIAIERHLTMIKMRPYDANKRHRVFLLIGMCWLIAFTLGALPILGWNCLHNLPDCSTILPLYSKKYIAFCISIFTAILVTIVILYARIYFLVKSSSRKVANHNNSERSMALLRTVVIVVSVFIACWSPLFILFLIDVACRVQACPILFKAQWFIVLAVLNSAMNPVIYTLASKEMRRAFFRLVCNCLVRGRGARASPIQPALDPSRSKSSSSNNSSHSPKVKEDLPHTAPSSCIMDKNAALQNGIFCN
#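 Measure – % activation relative to 1 µM S1P (100%), per plate · System – stable CHO line with human S1P3, Gα16, NFAT-BLA reporter · Timing – cells plated overnight, compound 4 h 37 °C, substrate 2 h RT · Technique – fluorescent BLA substrate, ex 405 nm, em 460/535 nm ratio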
# HEK293 NFkB inh: inhibitors of the PMA/ionomycin-induced NF-kB reporter in HEK293 cells | HEK-293 NF-kB luciferase reporter, luminescence | inhibition, % at 3 µM | 0.21% of 62,000 active | AID 465;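 active = inhibition above the mean of all tested compounds plus 3 SD, cut at about 40% in these data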;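 also: 0% = stimulated DMSO wells and 100% = 10 µM reference inhibitor 5653914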
#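 Timing: 1 h pretreatment, 16 h stimulation, 37 °C; system: HEK-293 cells with stable firefly luciferase reporter driven by four HIV NF-kB elements; doses: 3 µM once, 0.30% DMSO; measured by: luciferase luminescence; control set: DMSO and 10 µM reference inhibitor; repeats: single test; reagent: PMA plus ionomycin mix as NF-kB-activating stimulus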
# S1P1 ag-PAM: S1P1 (human) agonism or agonism potentiation | P21453 | S1P1 CRE-bla cells, forskolin, beta-lactamase FRET, potentiator mode; S1P1 agonist co-added at EC20, 2 nM; 100% = saturating reference agonist, 0% = basal | activation, % at 9.5 µM | 0.57% of 56,000 active | AID 449;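 active = activation above a cutoff set at the mean activation of all tested compounds plus 3 SD, cut at about 54% in these data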;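 also: forskolin at 4 µM as EC80 and the EC20 agonist is SEW2871; 100% = SEW2871 at its EC100 plus forskolin at EC80; some compounds past the cut are filed as inactive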
# Target sequence (P21453 whole entry, looked up): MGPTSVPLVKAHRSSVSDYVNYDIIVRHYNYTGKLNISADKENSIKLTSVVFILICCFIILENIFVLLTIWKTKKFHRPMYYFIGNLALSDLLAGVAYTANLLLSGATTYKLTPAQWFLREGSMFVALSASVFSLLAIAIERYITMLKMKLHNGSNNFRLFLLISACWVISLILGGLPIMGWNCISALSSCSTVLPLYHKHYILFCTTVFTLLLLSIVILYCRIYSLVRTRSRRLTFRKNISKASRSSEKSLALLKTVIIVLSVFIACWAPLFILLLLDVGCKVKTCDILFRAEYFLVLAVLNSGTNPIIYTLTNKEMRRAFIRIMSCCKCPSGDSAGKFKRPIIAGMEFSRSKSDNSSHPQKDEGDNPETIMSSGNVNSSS
# TNAP act DEA: human TNAP activation, intermediate phosphate acceptor | P05186 | 64,000 tested, under 10 active | AID 813 | activation factor at 20 µM | purified TNAP, CDP-star luminescence, 100 mM DEA, 30 min; stronger effect = higher value; scale: 0 levamisole-inhibited, 1 vehicle-only enzyme;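 active = activation factor of at least 2 at 20 µM, relative to controls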
# M1 antagonist: antagonists of rat M1 muscarinic receptor; P08482; CHO-M1 cells, Fluo-4 calcium, ACh EC80 antagonist mode; stronger effect = lower value; B-score at 10 µM; 3.4% of 64,000 active; AID 628;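 active = calcium fluorescence response, raw or row-and-column corrected B-score, differing from the plate sample mean either way at a set confidence level, mostly lower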
# M1 ag: M1 muscarinic receptor agonism; CHO-M1 cells, Fluo-4 calcium fluorescence, agonist mode; stronger effect = higher value; AID 626; B-score at 10 µM; 3% of 64,000 active;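 active = fluorescence rise, raw or as B-score row- and column-corrected plate score, outside the 99.7% band of its plate's samples, either direction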
# D1 mod: D1 dopamine receptor (human) allosteric modulation. P21728. HEK293 D1, CRE-luciferase, dopamine EC30 potentiation; actives deviate in either direction. B-score at 10 µM. 5.9% of 58,000 active;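 active = luminescence count or its row- and column-corrected plate score outside the 99.7% band of the plate's sample wells, on either side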
# E coli RNAP: inhibitors of Escherichia coli RNA polymerase; P0A8V2; E. coli RNA polymerase, fluorescence transcription assay; inhibition, %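 (tested at 10 µM)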; 0.2% of 62,000 active; in the data active = inhibition above about 20%;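 also: 0% = enzyme without compound and 100% = no enzyme blank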
# Jurkat viability: cytotoxicity toward Jurkat cells | inhibition, % at 4 µM | Jurkat E6.1 viability, ATP luminescence, 48 h | 1.2% of 56,000 active | AID 463;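 active = inhibition above the mean inhibition of all tested compounds plus 3 SD, cut at about 28% in these data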
# * marks the source's active call; other numbers are inactive results; x = no result given. Rows were taken by chance, and some 12% of all compounds hit somewhere here.
SMILES,S1P3 agonist,HEK293 NFkB inh,S1P1 ag-PAM,TNAP act DEA,M1 antagonist,M1 ag,D1 mod,E coli RNAP,Jurkat viability
Cc1cccc(C(=O)c2ccccc2C(=O)O)c1O,0.0,14.4,3.0,0.9,0.0128,-0.305,-0.221,x,-5.7
CCOc1cc(N2CCOCC2)c(OCC)cc1NC(=O)c1nc2nc(C)cc(C)n2n1,-0.5,10.4,-26.6,0.9,-1.13,4.66,-2.29,3.7,5.4
CCOc1ccc2nc3sc(C(=O)N4CCN(C)CC4)c(N)c3cc2c1,-1.1,10.2,-14.2,1,-0.0304,-0.704,-0.219,7.3,-3.7
CN1CCN(C(=O)c2ccc(C(C)(C)C)cc2)CC1,-1.9,10.1,-15.8,1,0.23,1.48,x,4.1,4.2
O=C(Nc1c(C(=O)O)oc2ccc(Br)cc12)c1ccccc1,-0.8,3.7,3.2,0.9,0.798,0.099,0.017,-0.7,8.2
CCOc1ccc(S(=O)(=O)NCCCN2CCOCC2)c2ccccc12,-1.7,16.1,-2.1,0.9,-0.0296,0.152,-0.00929,1.8,1.3
O=C(COc1ccc2c(c1)OCO2)Nc1ccc2c(c1)oc1ccccc12,-0.1,0.1,-3.3,0.9,-0.00214,-0.388,-0.171,5.3,-4.2
O=C(c1ccco1)N1CCN(C(c2cccs2)c2sc3ncnn3c2O)CC1 (configuration not stated),-0.9,8.2,-5.9,1,0.596,-0.892,-0.00176,4.1,-0.1
CC1=C(C(=O)N2CCN(C(=O)c3ccco3)CC2)C2(CCC(C)CC2)OC1=O (configuration not stated),-0.5,6.1,-4.5,1,1.6,0.246,0.491,4.4,-4.7
COc1ccc(C2C(C(=O)Nc3cccc(C)n3)c3ccccc3C(=O)N2C)cc1OC (configuration not stated),x,5.3,x,1,0.47,0.88,0.0307,6.3,x
COC(=O)c1cc(NC2c3ncccc3C(=O)N2Cc2ccccc2)cc(C(=O)OC)c1 (configuration not stated),0.7,7.6,-7.5,1,0.176,2.77,18.7*,2.7,1.3
Cc1cc(NC(=O)CSc2nnnn2Cc2ccccc2)no1,-0.9,17.4,6.4,0.9,x,x,x,0.4,-8.4

# Profiles as entered above. Values in the order: S1P3 agonist | HEK293 NFkB inh | S1P1 ag-PAM | TNAP act DEA | M1 antagonist | M1 ag | D1 mod | E coli RNAP | Jurkat viability
# Profile of `CCOc1ccc(S(=O)(=O)NCCCN2CCOCC2)c2ccccc12` → -1.7 | 16.1 | -2.1 | 0.9 | -0.0296 | 0.152 | -0.00929 | 1.8 | 1.3
# Profile of `CC1=C(C(=O)N2CCN(C(=O)c3ccco3)CC2)C2(CCC(C)CC2)OC1=O` (configuration not stated) → -0.5 | 6.1 | -4.5 | 1 | 1.6 | 0.246 | 0.491 | 4.4 | -4.7
# Profile of `COc1ccc(C2C(C(=O)Nc3cccc(C)n3)c3ccccc3C(=O)N2C)cc1OC` (configuration not stated) → x | 5.3 | x | 1 | 0.47 | 0.88 | 0.0307 | 6.3 | x
# Profile of `O=C(Nc1c(C(=O)O)oc2ccc(Br)cc12)c1ccccc1` → -0.8 | 3.7 | 3.2 | 0.9 | 0.798 | 0.099 | 0.017 | -0.7 | 8.2
# Profile of `O=C(c1ccco1)N1CCN(C(c2cccs2)c2sc3ncnn3c2O)CC1` (configuration not stated) → -0.9 | 8.2 | -5.9 | 1 | 0.596 | -0.892 | -0.00176 | 4.1 | -0.1

# Continued.
SMILES,S1P3 agonist,HEK293 NFkB inh,S1P1 ag-PAM,TNAP act DEA,M1 antagonist,M1 ag,D1 mod,E coli RNAP,Jurkat viability
CCc1c(C(=O)Nc2ccc(OC)c(Cl)c2)[nH]c(C)c1C(C)=O,-0.1,-6.5,4.7,0.9,1.02,0.863,x,-0.7,9.9
Cc1ccc2nc(NCc3ccccc3)[nH]c2c1,-4.7,x,4.5,1,0.274,-0.859,x,x,x
COc1ccc(OC)c(S(=O)(=O)N2C(C)CCCC2C)c1 (configuration not stated),0.8,1.2,-16.7,0.9,0.485,-0.282,-0.192,5.8,-6.2
COc1cc(Cl)c(S(=O)(=O)NCCCN2CCOCC2)cc1Cl,x,12.1,x,1,0.256,0.672,x,1.6,x
CCN(c1ccccc1)c1ncnc2c1cnn2-c1ccccc1,-1.4,-21.4,-33.6,0.9,-0.0376,0.452,-0.259,-0.6,-7.4
Cc1[nH]n(-c2ccccc2)c(=O)c1-c1ccccc1,-1.9,21.8,-9.3,0.9,-0.545,0.541,-0.062,3.0,-7.8
N#CCCC12CCCCC1=Nc1ccccc12 (configuration not stated),-1.1,9.1,1.4,0.9,-0.665,-1.04,-0.769,3.5,-1.6
O=C(c1cccnc1)N1CCc2ccccc2C1,-1.3,14.3,-13.4,0.9,-0.00319,0.00838,-0.545,16.7,2.2
Brc1ccc2nc(CSc3ncn[nH]3)cn2c1,-1.0,18.6,-2.5,1.2,-0.0157,-0.147,-0.411,-4.5,13.1
COc1ccc(C)cc1NS(=O)(=O)c1cn(C)c(=O)n(C)c1=O,-0.1,19.6,6.3,0.9,0.363,2.03,-0.565,10.2,-15.0
CCOC(=O)C1CCCN(CC(=O)Nc2c(C(=O)OC)[nH]c3ccc(C)cc23)C1 (configuration not stated),-0.1,1.2,3.2,0.9,0.00409,0.225,0.237,5.4,2.2
O=C(Nc1cccc(-c2nnc(-c3ccccc3)o2)c1)c1ccco1,-0.1,2.4,-6.2,0.9,-0.0245,-0.122,-1.26,4.0,6.2
O=C(Nc1ccc(-c2nc3ncccc3o2)cc1)c1ccc(Br)o1,-0.4,0.5,x,1,-0.204,-0.26,-0.284,1.6,-3.2
COc1cccc(-n2c(SCC(=O)N3CCCC3)nc3c([nH]c4ccccc43)c2=O)c1,-1.0,11.0,-8.7,0.9,-0.241,0.675,0.535,2.3,2.8
CCOC(=O)CNC(=O)CNC(=O)c1ccc(OCC(C)C)cc1,-1.3,x,-4.6,0.9,-0.347,0.157,-0.132,x,x
CS(=O)CCC(NS(=O)(=O)c1ccccc1)C(=O)O (configuration not stated),-0.6,11.3,2.2,0.9,0,-0.0712,-0.954,-5.3,9.3
O=C(Nc1nnc(-c2ccccc2)o1)c1nc2ccccc2s1,0.9,2.2,19.6,1,0.0779,1.47,-0.66,-3.0,-5.1
COC(=O)c1ccc(NC2(C#N)C(=O)Nc3ccccc32)cc1 (configuration not stated),0.2,5.7,x,0.9,-0.464,-0.44,-0.616,1.6,-5.6
CSc1cccc(NC(=O)Nc2ccccc2)c1,-1.8,0.9,11.1,1.2,-0.045,-0.39,-0.269,x,7.6
CC1=C(C(=O)OCc2ccccc2)C(c2ccco2)C2=C(CC(C)(C)CC2=O)N1 (configuration not stated),-0.6,-4.6,x,0.9,-0.33,-0.413,-1.36,1.9,8.5
COc1ccc(OC)c(NC(=O)c2c(NC(=O)c3ccco3)sc3c2CCC3)c1,-0.5,8.6,19.5,0.8,-0.444,0.828,0.382,12.2,-7.7
COc1ccccc1N(CC(=O)NC1CCCCC1)C(=O)CCC(=O)Nc1ccccn1,-0.8,-5.4,0.8,0.9,0.496,0.581,0.866,-0.7,1.5
COc1ccc(OCCSc2ncnc3nc[nH]c23)cc1,-1.0,-0.3,31.3,1.1,0.242,-0.0143,x,7.2,13.6
Cn1c(CN2CCCC2)nc2cc(NS(=O)(=O)c3ccccc3)ccc21,-1.5,9.0,-28.5,1,1.31,0.316,0.0255,3.1,-1.3
c1ccc(-n2c(-c3ccncc3)nnc2-c2cccs2)cc1,-0.6,-1.5,-10.9,0.9,0.398,9.24*,0.00931,3.7,1.9
CC(=O)Nc1c(OC(C)=O)ccc2c(C)cc(=O)oc12,1.0,8.0,-1.7,0.9,-0.189,-0.741,-0.424,-32.0,-5.9
CC(=Nc1ccccc1)Nc1ccccc1,-0.3,3.0,-14.2,0.9,-0.686,1.04,0.717,x,-1.5
Cc1cc(=O)n2[nH]c(-c3ccc(F)cc3)nc2n1,0.5,4.3,-16.4,0.9,-2.27,-0.454,-1.77,5.8,-2.7
COC(CCN(C)C)(c1ccccc1)c1ccccc1,-1.8,6.0,9.7,0.9,-11.2*,1.15,-0.765,4.7,0.0
CCOC(=O)C1=C(C)SC2=NS(=O)(=O)CCN21,-0.3,12.6,16.2,0.9,-0.484,-0.213,0.387,3.5,-4.5
CCOC(=O)C1=C(C)Nc2nc(SCC(=O)OC)nn2C1c1cc(F)cc(F)c1 (configuration not stated),-0.7,6.9,6.3,0.9,-0.0697,0.359,0.0126,10.5,-0.6
CCCCNC(=O)c1cc(-c2ccc(OC)c(OC)c2)on1,0.5,2.8,-2.5,0.9,0.145,0.679,3.37*,5.9,-2.3
COc1ccc(-c2nc(CS(=O)CC(=O)NCCCN3CC(C)CC(C)C3)c(C)o2)cc1OC (configuration not stated),-0.3,16.5,-4.6,1,-0.0508,0.00632,0.694,2.2,6.0
CC1CCC(C(C)C)C(OC(=O)CSc2n[nH]c(=O)[nH]c2=O)C1 (configuration not stated),-0.4,2.1,-0.8,0.9,0.432,0.209,-1.03,7.6,10.6
Cc1c(C(=O)O)oc2ccc(S(=O)(=O)NCc3ccc(F)cc3)cc12,-0.5,1.8,4.5,1,0.314,0.369,0.696,0.2,-1.5
COc1ccccc1C(=O)Nc1ccccc1N1CCN(S(C)(=O)=O)CC1,-0.9,14.2,12.8,1.1,0.00108,-0.506,1.25,-0.6,3.4
CCc1c(C)nc(N2CCN(Cc3ccccc3)CC2)[nH]c1=O,0.2,7.2,1.6,0.9,0.794,-0.011,-0.485,-12.0,-3.0
COc1cc(OC)cc(-c2nc3cc(C)ccc3o2)c1,-0.4,-55.2,30.7,0.9,-0.211,0.0611,0.0666,3.8,2.9
S=c1[nH]nc(-c2ccc(Br)cc2)n1Cc1ccco1,0.9,-10.3,-5.3,0.8,-10.2*,-0.0942,-1.21,3.9,-5.8
CC(C)Oc1ccccc1C1CC(=O)Nc2cc3c(cc21)OCO3 (configuration not stated),2.3,26.5,-22.8,0.9,0.49,0.462,-1.4,1.8,97.3*
O=c1oc(-c2cccnc2)nc2ccccc12,-0.3,15.0,x,0.9,-0.128,0.902,-4.51*,-0.3,6.4
NS(=O)(=O)c1cccc2cccnc12,-0.8,11.0,-14.3,0.9,0.857,0.025,0.0318,0.2,1.4
Cc1cc(C)n(-c2nc3c(c(=O)[nH]c(=O)n3C)n2C)n1,-0.4,2.2,-18.6,1,0.584,-0.194,1.77*,2.6,-1.7
CN1C(=O)OC(C)(CCc2ccccc2)C1(C)O (configuration not stated),-1.1,20.4,7.7,1,0.601,-0.105,0.245,8.0,-1.5
CCOc1ccccc1NC(=O)NC1CC2CCCC(C1)N2Cc1nnnn1CCc1ccccc1 (configuration not stated),-0.7,18.4,30.5,1,0.26,0.0302,0.119,-1.2,-2.3
O=C(NCc1ccco1)C1CCN(C(=O)c2cc3sccc3n2Cc2ccc(F)cc2)CC1,-0.8,16.9,11.8,0.9,0.29,1.36,-0.463,9.1,10.5
COc1cccc(OCc2nnc(SCC(=O)OC3CCCCC3)n2C)c1,0.2,17.8,-4.2,0.9,-0.801,0.0281,0.0351,7.0,1.6
CS(=O)(=O)N(Cc1cc2ccccc2[nH]c1=O)C1CCCCC1,-0.2,9.2,-43.0,0.9,x,x,0.599,3.2,3.8
COCCCNC(=O)c1cc2c(-c3ccc(Cl)cc3)nn(C)c2s1,-1.4,9.5,-23.9,1,0.974,-0.134,-0.964,4.0,5.6
Cc1ccc(C)c(Cn2nnc3c(=O)[nH]c(C4CCCN(C(=O)CC(C)C)C4)nc32)c1 (configuration not stated),-0.8,-0.1,-15.2,0.9,-1.16,2.5,1.73,6.8,1.5

# Assay outcomes deposited in PubChem BioAssay by several laboratories.
